Screening results as filed in PubChem BioAssay.
PLC-beta3 inh = PLC-beta3 (human) inhibition, primary screen; Q01970; Purified PLC-beta3, fluorogenic substrate, fluorescence; inhibition, % at 12.2 µM; hit rate 0.18% among 370,000; AID 720704; in the data active = inhibition above about 11%;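 note: 0% = median of compound wells on plate and 100% = full blocker control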
Tn6 DDE FP = DD(E)-Tn6 binding inhibition, primary FP screen. P02675. Fibrin DD(E) TRITC-Tn6 fluorescence polarization displacement. inhibition, % at 8.3 µM. hit rate 0.21% among 370,000. AID 720509;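 active = inhibition above a per-campaign cutoff: mean of compounds within control limits plus 3 SD, cut at about 15% in these data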;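 note: 0% = median of all compound wells on the plate and 100% = blocking peptide control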
Target sequence (P02675 whole entry, looked up): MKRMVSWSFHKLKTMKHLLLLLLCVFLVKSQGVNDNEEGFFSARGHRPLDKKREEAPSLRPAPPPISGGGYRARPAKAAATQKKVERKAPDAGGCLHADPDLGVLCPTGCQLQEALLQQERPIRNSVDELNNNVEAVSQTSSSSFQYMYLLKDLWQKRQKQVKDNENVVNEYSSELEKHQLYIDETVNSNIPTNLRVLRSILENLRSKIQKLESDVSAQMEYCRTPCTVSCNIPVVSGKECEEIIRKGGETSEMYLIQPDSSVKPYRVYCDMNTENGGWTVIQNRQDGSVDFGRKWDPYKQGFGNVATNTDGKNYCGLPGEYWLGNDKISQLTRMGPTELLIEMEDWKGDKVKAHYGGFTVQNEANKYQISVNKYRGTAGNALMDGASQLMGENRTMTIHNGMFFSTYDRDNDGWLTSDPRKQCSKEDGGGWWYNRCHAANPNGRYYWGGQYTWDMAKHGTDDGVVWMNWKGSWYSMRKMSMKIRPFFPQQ
ADAM10 inh = ADAM10 inhibition, QFRET primary screen; O14672; recombinant ADAM10, EDANS/DABCYL FRET peptide cleavage, 3 h; inhibition, % at 7 µM; hit rate 0.62% among 370,000;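 active = inhibition above a per-campaign cutoff equal to the mean of compounds falling between control-based bounds plus 3 SD, cut at about 20% in these data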;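 note: 0% = DMSO wells while the 100% control is not disclosed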
ADAM17 inh = ADAM17 inhibition, QFRET primary screen; P78536; recombinant ADAM17, EDANS/DABCYL FRET peptide cleavage; inhibition, % at 6.95 µM; hit rate 0.83% among 370,000;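 active = inhibition above the mean of compounds lying between control limits plus 3 SD, set per campaign, cut at about 8.5% in these data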;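 note: 0% = DMSO-only wells as the low control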
Target sequence (P78536 215-824 limits assumed): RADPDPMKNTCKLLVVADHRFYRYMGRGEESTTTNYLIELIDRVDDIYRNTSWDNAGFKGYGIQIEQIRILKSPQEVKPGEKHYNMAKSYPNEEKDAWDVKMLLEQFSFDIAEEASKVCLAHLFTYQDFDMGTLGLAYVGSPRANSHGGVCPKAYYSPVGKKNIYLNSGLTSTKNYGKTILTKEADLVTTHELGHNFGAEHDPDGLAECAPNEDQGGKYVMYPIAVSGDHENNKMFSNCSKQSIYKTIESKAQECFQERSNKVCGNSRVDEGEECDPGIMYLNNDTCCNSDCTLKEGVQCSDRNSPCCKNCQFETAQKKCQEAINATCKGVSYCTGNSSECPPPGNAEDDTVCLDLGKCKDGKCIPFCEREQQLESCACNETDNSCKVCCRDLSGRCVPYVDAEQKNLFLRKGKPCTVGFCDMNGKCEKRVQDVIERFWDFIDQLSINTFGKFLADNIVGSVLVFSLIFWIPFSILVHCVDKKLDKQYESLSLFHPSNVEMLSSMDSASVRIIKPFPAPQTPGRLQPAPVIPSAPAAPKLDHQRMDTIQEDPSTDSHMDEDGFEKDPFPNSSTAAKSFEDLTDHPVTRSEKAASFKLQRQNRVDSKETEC
SIAE primary = human SIAE inhibition, primary screen. SIAE FP-Rh probe binding, fluorescence polarization. Q9HAT2. hit rate 0.69% among 370,000. inhibition, % at 9.66 µM. AID 1053197;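 active = inhibition above a cutoff: mean of compounds within the control limits plus 3 SD of those, cut at about 17% in these data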;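 note: 0% = plate median of compound wells and 100% = probe without SIAE protein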
DDE Tn7 FP inh = inhibitors of Tn7 peptide binding to human fibrin DD(E). P02675. FP displacement of FITC-Tn7 peptide from fibrin DD(E); 0% = median of compound wells per plate. inhibition, % at 8.3 µM. hit rate 0.13% among 370,000. AID 720508;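 active = inhibition above the mean of compounds falling within the control limits plus 3 SD of them, cut at about 14% in these data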;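 note: 0% = plate median of compound wells and 100% = 10 µM Aha-Tn7 peptide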
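Measure: % inhibition scaled between sample-field median and high-control FP; Test system: human fibrin DD(E); Quantity: 2 µM final DD(E) protein; Doses: one dose, 8.3 µM nominal; Schedule: compound with protein 10 min, then 3 h after probe, room temperature; Detection: fluorescence polarization; Medium: Tris buffer with calcium and detergent, pH 7.8.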
TDP2 absorb = TDP2 (human) inhibition, absorbance primary screen. hit rate 0.34% among 370,000. recombinant TDP2, T5PNP hydrolysis, p-nitrophenol absorbance 415 nm. inhibition, % at 12.8 µM;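 active = inhibition above the mean of all tested compounds plus 3 SD, set per campaign, cut at about 25% in these data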;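 note: 0% = DMSO with enzyme and 100% = buffer with substrate but no TDP2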
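System: recombinant human TDP2 / Amount: 120 nM TDP2 per well / Also added: 5 mM T5PNP chromogenic substrate / Doses: 12.8 µM single point, 1% DMSO / Incubation: 2 h at 37 °C / Detection: p-Nitrophenol epi absorbance / Evaluation: % inhibition relative to enzyme-containing and enzyme-free wells / Repeats: singlicate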
PLCg1 inh = inhibitors of human phospholipase C gamma1. P19174. purified PLC-gamma1, fluorogenic substrate, fluorescence. inhibition, % at 12.2 µM. hit rate 0.84% among 370,000. AID 720700; in the data active = inhibition above about 9.5%
ASAP1 inh = blocks human ASAP1-stimulated Arf1 GTP hydrolysis. Q9ULH1. GDP FP detection. inhibition, % at 16.5 µM. hit rate 0.19% among 360,000; in the data active = inhibition above about 25%;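 note: 0% = vehicle with enzyme and substrate and 100% = no enzyme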
ARFGAP1 inhibitor = inhibitors of rat ARFGAP1; Q62848; Arfgap1-stimulated ARF1 GTP hydrolysis, GDP FP detection; inhibition, % at 16.5 µM; hit rate 0.26% among 360,000;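 active = inhibition above a per-plate limit, mean inhibition of low control wells plus 3 SD, cut at about 25% in these data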;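 note: 0% = DMSO wells with enzyme and 100% = wells lacking Arfgap1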
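Replicates: Single well per compound | Assay system: Truncated rat Arfgap1 GAP domain | Control set: No-Arfgap1 wells (100%) versus DMSO full-reaction wells (0%) | Times: Enzyme reaction 120 min at 25 °C after 20 min preincubation | Reagent: Human ARF1(Δ1-17)-GTP substrate | Measured by: Tracer-displacement fluorescence polarization with EDTA stop, 620/688 nm | Measure: Percent inhibition of Arfgap1-stimulated GTP hydrolysis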
Numbers without * were called inactive; i = inactive; x = no result given.

SMILES	PLC-beta3 inh	Tn6 DDE FP	ADAM10 inh	ADAM17 inh	SIAE primary	DDE Tn7 FP inh	TDP2 absorb	PLCg1 inh	ASAP1 inh	ARFGAP1 inhibitor
CCN(Cc1ccccc1)C(=O)CCS(=O)(=O)c1ccc2c(c1)NC(=O)CO2	-10	8	-6	-4	1	-5	-9	2	-6	-5
CCOc1ccc(CCNC(=O)c2nnn(CC(=O)Nc3ccccc3C)c2N)cc1OCC	-5	-3	3	-4	-5	-4	3	3	12	-1
O=C(O)c1ccn(COc2ccc(Br)cc2)n1	-2	0	-4	-2	-3	-7	4	-1	2	-8
OC1CCN(Cc2cn(Cc3ccccc3)nc2-c2cc3ccccc3o2)CC1	-4	5	2	-1	11	7	-4	-1	4	10
CCOc1ccc(CCNC(=O)C2CC(=O)N(C3CCCC3)C2)cc1OCC (stereo not drawn)	-1	4	4	-1	4	-1	-8	8	-4	1
CC(Sc1ncnc2c1cnn2-c1ccccc1)C(=O)Nc1ccc(N2CCOCC2)cc1 (stereo not drawn)	-18	-1	-17	3	0	1	-4	-5	3	-6
Nc1ncnc2c1ncn2C1CCCO1 (stereo not drawn)	-1	5	6	1	-6	-7	-15	3	0	-3
Cc1cc(C)n(-c2ccc(NC(=O)C3CCCCN3C(=O)c3cccs3)cc2)n1 (stereo not drawn)	-3	0	-6	-2	-4	5	-8	1	-2	-1
CC(C)N(C(=O)CSc1nnc(Cc2ccc3c(c2)OCO3)n1C)C(C)C	2	-3	-9	0	-4	-9	-5	1	12	9
Cc1ccc(NC(=O)c2nc[nH]c2C(=O)NC2CCN(C(=O)OC(C)(C)C)CC2)cc1	2	0	-1	-1	2	-2	6	4	-10	-2
O=C1CN(C(=O)COC(=O)/C=C/c2ccc(S(=O)(=O)N3CCOCC3)cc2)c2ccccc2N1	-5	-5	-4	-3	15	2	5	-3	8	-8
CCC(NC(=O)CC[C@H]1O[C@@H](n2cc(C)c(=O)[nH]c2=O)C[C@@H]1O)c1ccccc1 (stereo partly drawn)	3	-2	0	-2	0	1	15	-1	-1	-3
O=C(CNCC1CCCO1)Nc1ccc([N+](=O)[O-])cc1C(=O)Nc1ccccc1F (stereo not drawn)	-45	2	-24	-7	5	5	0	-28	2	6
CC(C(=O)Nc1ccc(C(N)=O)cc1)N1C(=O)c2ccccc2S1(=O)=O (stereo not drawn)	0	7	-1	-4	5	8	12	4	11	2
O=C(NCc1ccccc1)NCc1cccs1	0	-5	-3	-1	-3	2	-2	2	-4	9
CCOC(=O)c1c(C)[nH]c(C)c1C(=O)CSc1nc2ccccc2n1CCC#N	1	0	0	-4	0	-2	11	2	-4	3
O=C1NC[C@@H](CCCCN2C[C@H](Cc3ccc(O)cc3)N(CC3CCCCC3)C(=O)C2=O)N(CC2CCCCC2)C1=O	0	-1	-2	-1	-4	-8	8	1	-12	-3
N#CCCN1CCN(C2=NC(=O)/C(=C\c3cccs3)S2)CC1	4	-4	-3	1	-6	-3	2	5	5	5
O=C(Nc1ccc(Br)cc1)c1cc(-c2ccc3c(c2)OCO3)on1	2	8	-9	1	0	-1	10	-2	-3	-2
CCN(CC)S(=O)(=O)c1ccc(Cl)c(C(=O)Nc2nncs2)c1	-2	-1	0	-1	-6	-3	5	0	-3	6

Complete entries, quoted from the list. Screens in order: PLC-beta3 inh	Tn6 DDE FP	ADAM10 inh	ADAM17 inh	SIAE primary	DDE Tn7 FP inh	TDP2 absorb	PLCg1 inh	ASAP1 inh	ARFGAP1 inhibitor
OC1CCN(Cc2cn(Cc3ccccc3)nc2-c2cc3ccccc3o2)CC1 is listed with -4	5	2	-1	11	7	-4	-1	4	10
O=C1NC[C@@H](CCCCN2C[C@H](Cc3ccc(O)cc3)N(CC3CCCCC3)C(=O)C2=O)N(CC2CCCCC2)C1=O is listed with 0	-1	-2	-1	-4	-8	8	1	-12	-3
Nc1ncnc2c1ncn2C1CCCO1 (stereo not drawn) is listed with -1	5	6	1	-6	-7	-15	3	0	-3

(more compounds)
SMILES	PLC-beta3 inh	Tn6 DDE FP	ADAM10 inh	ADAM17 inh	SIAE primary	DDE Tn7 FP inh	TDP2 absorb	PLCg1 inh	ASAP1 inh	ARFGAP1 inhibitor
Cc1onc(-c2ccccc2)c1C(=O)N1CCN(c2ncccn2)CC1	-5	-4	-3	-4	-3	6	2	-3	3	2
C=CCNC(=O)/C(C#N)=C/c1c(N(Cc2ccccc2)Cc2ccccc2)nc2ccccn2c1=O	-37	-10	-66	-15	0	0	-10	-30	3	-8
CCC(CC)C(=O)Nc1cccc(C(=O)Nc2nccs2)c1	1	9	-11	-3	-2	2	-3	-1	4	7
CCn1ncc(S(=O)(=O)NCc2ccccc2Cl)c1C	-2	2	3	-1	-9	-1	-5	0	1	-10
COc1ccc(C(=O)CC(SCC(NC(C)=O)C(=O)O)c2ccc(Cl)cc2)cc1OC (stereo not drawn)	-7	1	7	4	-3	-3	21	3	4	6
COCC(C)n1c(C)cc(C(=O)COC(=O)/C=C/c2cccc(F)c2)c1C (stereo not drawn)	0	-6	6	3	2	-1	-14	-1	-5	2
Cc1ccc(S(=O)(=O)NCCC(=O)Nc2cc(F)ccc2C)cc1C	-6	-2	2	-1	-2	-2	3	1	-1	1
COC(=O)c1c(NC(=O)c2ccco2)sc2c1CCN(C(C)=O)C2	-152	-1	-16	-4	-15	-6	-5	-109	-9	3
Cc1cc(C(=O)CSc2nnc(-c3ccc(F)cc3)o2)c(C)n1CC1COc2ccccc2O1 (stereo not drawn)	0	-9	11	1	-3	-3	-10	-1	1	-6
Cn1cnc([N+](=O)[O-])c1Sc1nnc(-c2cccnc2)n1C	-3	-4	-8	-5	5	3	11	5	4	8
CN(C(=O)c1cccc(NC(=O)Cc2ccc(NC(=O)C3CCCN(S(=O)(=O)c4cccc([N+](=O)[O-])c4)C3)cc2)c1)C1CCCC1 (stereo not drawn)	-3	3	18	5	-23	11	10	1	15	4
CCOc1ccc(CN(C)Cc2cc(=O)oc3cc(C)c(Cl)cc23)cc1	-7	2	-5	-6	-6	-3	0	-2	0	2
CCOC(=O)C1=C(CS(=O)(=O)c2ccc(C)cc2)NC(=O)NC1c1ccc(O)c(OC)c1 (stereo not drawn)	-8	10	2	-1	5	-4	7	-1	5	-18
CC(C)(C)C(=O)Nc1cccc(OC(F)(F)C(F)Cl)c1 (stereo not drawn)	-1	1	0	-4	13	0	5	2	10	8
O=C1c2ccccc2NC2(CCCCC2)N1N=C1CCCCC1	-116	-5	-207	-54	5	-9	3	-120	3	3
Cc1cccc(C=CC(=O)c2ccccc2)c1	-3	-6	-8	-5	-5	-2	4	-4	-5	0
CCSc1nc2ccccc2n1S(=O)(=O)c1ccccc1	2	0	-3	0	6	-6	10	-2	1	-1
COCCCNC(=O)C[C@H]1C[C@H](C(=O)N2CCCCC2)[C@@]2(C)c3[nH]c4cc(-c5ccco5)ccc4c3CCN2C1=O	i	-6	-448	-132	-3	11	1	i	3	9
Clc1ccc(-c2cc(CN3CCCCC3)no2)cc1Cl	4	6	12	-1	-1	-1	13	4	4	-13
O=C(Nc1ccccc1)OCCCCCOC(=O)Nc1ccccc1	-4	4	-1	-4	0	7	7	-1	2	-1
C[C@H]1[C@H](NC(=O)c2cccc(N(C)C)c2)CC[C@@]23CCCN2C(=O)CCC[C@@H]13	-121	5	-106	-31	0	-4	-5	-87	x	x
O=C1CSCN1c1cc(Cl)ccc1Cl	3	1	-4	-2	6	-4	11	0	-1	2
CCN(CC)CCNC(=O)c1ccc(NC(=O)c2ccc(F)cc2F)cc1	-6	-9	-4	-1	2	-4	0	0	6	-7
CCOc1ccc(C(=O)c2cc([N+](=O)[O-])ccc2N2CCOCC2)cc1	9	-1	9	0	1	-4	-9	6	1	4
O=C(Nc1ccccc1F)c1ccc2sc([C@H]3C[C@H](O)[C@@H](CO)O3)nc2c1	1	-3	-7	-3	-5	4	-2	-1	-7	3
O=C(OCc1ccccc1)N1CCC2CC1c1ccc(N3CCN(Cc4ccccc4)CC3)cc12 (stereo not drawn)	14*	-1	1	6	3	3	-12	5	-8	22
CC1(C)CC(=O)C(C=NCCN2CCN(C3CC(=O)N(c4ccc(F)cc4)C3=O)CC2)=C(O)C1 (stereo not drawn)	-5	1	-4	-4	3	6	1	0	13	8
O=C(CSc1nnc2ccccn12)NNC(=O)c1ccccc1	-13	-3	-12	-6	6	0	7	-1	-6	-1
COc1ccc(OCC(NS(=O)(=O)c2ccc(-n3cnnn3)cc2)C(C)C)cc1 (stereo not drawn)	-9	-5	-1	4	0	6	-3	-3	4	-2
COc1cc(/C=N/NC(=O)CCOc2ccccc2C)cc(Br)c1O	-30	1	-191	-59	13	-5	-1	-29	5	7
COc1cc(NC(=O)C(=O)NCCN(C)C)c(OC)cc1Cl	-3	1	1	-1	6	0	-1	-3	-5	4
COc1ccccc1-c1c(C(F)(F)F)oc2cc(OC(=O)c3cccc([N+](=O)[O-])c3C)ccc2c1=O	-35	6	4	-2	3	0	1	-25	-11	-9
Cc1cccc(C(=O)OCC(=O)NC(=O)Cc2ccccc2)c1O	-9	0	-2	2	-12	2	-9	6	6	8
CC1=Nc2cc(C(=O)O)ccc2Sc2ccc(C)cc21	-9	6	-2	0	-5	-4	-7	0	12	-2
CCOC(=O)c1c2c(n(Cc3ccccc3)c1C)C(=O)C(=O)c1ccccc1-2	4	-4	8	0	13	10	51*	17*	18	5
O=C(NC(=S)NCc1cccnc1)c1ccccc1	2	4	1	2	4	-2	2	2	6	13
CCC1Oc2ccccc2C(=O)N(CC(=O)c2ccc3c(c2)OCCO3)C1=O (stereo not drawn)	-1	-5	0	-2	3	-9	7	0	5	6
Cc1cc(C)n(Cc2cccc(C(=O)N/N=C/c3ccncc3)c2)n1	-3	-9	3	-4	2	-4	0	0	4	5
c1ccc2c(c1)nc(Nc1ccc3c(c1)OCO3)c1nnnn12	-17	3	2	1	8	-8	3	-10	6	6
CC(=O)Nc1ccc(S(=O)(=O)N2CCN(C(=O)c3ncoc3-c3ccccc3C)CC2)cc1	-5	5	2	-2	-1	3	6	3	-2	-22
CCCNC(=O)c1nc2ncc(Br)cn2n1	1	-6	-2	-4	3	7	-3	3	-1	9
CN(C)S(=O)(=O)c1cccc(NC(=O)CCSc2ccc(Cl)cc2)c1	-2	2	7	3	-4	5	4	5	4	6
CN(C)c1oc(-c2ccccc2Cl)nc1C#N	-24	-6	-188	-62	-3	0	-3	-20	-2	-2
Cc1cc(-c2nsc(=O)o2)c(S(C)(=O)=O)s1	1	2	10	1	8	2	3	1	11	-2
